AMA1 RON2 block – AMA1-RON2 (P. falciparum) interaction inhibition; hit rate 0.2% among 360,000; Potency, µM (titrated, usually from 58.2 µM), for the others: top-dose activity change, negative = inhibition, hits mostly inhibitors; AlphaScreen AMA1-biotinylated RON2 peptide binding; AID 720542;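 note: potency is the fitted concentration of half-maximal effect; 0% = vehicle wells and -100% = peptide control; nearly all actives have a fitted effect of over 45% in size; some results filed as inactive show a strong effect at the top dose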
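AMA1 (3D7) with his tag at 25 nM final met compounds first, then biotinylated RON2 peptide at 25 nM; detection used donor plus acceptor beads, 10 µg/mL apiece, read by AlphaScreen after 30 min at room temperature.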
AmpC detergent – inhibitors of E. coli AmpC beta-lactamase with detergent; hit rate 0.041% among 370,000; P00811; Potency, µM (top dose mostly 114 µM), inactives show at the highest dose activity change, negative = inhibition, usual class: inhibitors; AmpC hydrolysis of nitrocefin, absorbance 480 nm, 0.01% Triton;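 note: potency is the fitted concentration of half-maximal effect; 0% = no-compound wells and -100% = no-enzyme wells; nearly all actives have a fitted effect of over 25% in size; some results filed as inactive show a strong effect at the top dose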
Target sequence (P00811 whole entry, looked up): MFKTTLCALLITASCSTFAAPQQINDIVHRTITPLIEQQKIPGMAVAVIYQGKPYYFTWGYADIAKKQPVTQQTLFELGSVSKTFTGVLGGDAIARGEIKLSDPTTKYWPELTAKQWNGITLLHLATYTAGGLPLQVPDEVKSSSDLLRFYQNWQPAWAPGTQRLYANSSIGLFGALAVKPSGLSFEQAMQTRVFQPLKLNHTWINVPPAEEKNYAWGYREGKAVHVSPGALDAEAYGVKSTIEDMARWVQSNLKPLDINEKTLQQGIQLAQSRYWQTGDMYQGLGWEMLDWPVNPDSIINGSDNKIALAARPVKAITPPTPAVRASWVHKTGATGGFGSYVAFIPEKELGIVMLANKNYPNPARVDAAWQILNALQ
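AmpC (5.3 nM in the dispensed reagent) in 20 mM phosphate pH 7.0 with 0.01% (detergent screen) or 0.0001% Triton X-100 was preincubated with compounds for 15 min at room temperature. Nitrocefin was then added from an 800 uM solution, and hydrolysis was followed at 480 nm.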
Giardia FBPA inh – blocks Giardia fructose-bisphosphate aldolase activity | purified Giardia FBPA | A8B2U2 | hit rate 0.71% among 290,000 | Potency, µM (titrated, usually from 59.6 µM), inactives show top-dose activity, negative = inhibition, usual class: inhibitors; note: potency is the fitted concentration of half-maximal effect; nearly all actives have a fitted effect of over 55% in size
Target sequence (A8B2U2 whole entry, looked up): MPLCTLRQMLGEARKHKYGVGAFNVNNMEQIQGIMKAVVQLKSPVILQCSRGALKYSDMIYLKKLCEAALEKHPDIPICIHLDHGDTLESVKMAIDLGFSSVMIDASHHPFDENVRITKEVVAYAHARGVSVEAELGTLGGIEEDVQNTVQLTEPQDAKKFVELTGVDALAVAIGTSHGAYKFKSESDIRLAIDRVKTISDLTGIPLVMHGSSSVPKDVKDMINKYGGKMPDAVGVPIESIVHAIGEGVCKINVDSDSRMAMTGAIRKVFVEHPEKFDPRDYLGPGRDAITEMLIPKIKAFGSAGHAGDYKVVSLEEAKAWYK
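40 nM FBPA preincubated 10 min at RT with compound (up to 57.5 uM final), then substrate plus GAPDH/TPI/NAD/arsenate coupling and diaphorase/resazurin added. Fluorescence read after 20 min at RT, 525/598 nm.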
Sm TGR block – blocks Schistosoma mansoni thioredoxin glutathione reductase; Q962Y6; purified TGR, DTNB reduction, TNB absorbance 405 nm; Potency, µM (top dose mostly 114 µM), for the others: top-dose activity change, negative = inhibition, usual class: inhibitors; hit rate 3% among 360,000; AID 485364; note: potency is the fitted concentration of half-maximal effect; nearly all actives have a fitted effect of over 60% in size
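First, TGR (20 nM dispensed) and NADPH were mixed with compound. Second, a 15 min room-temperature incubation followed. Third, further NADPH and then DTNB were added to start the reaction. Finally, TNB absorbance was monitored kinetically.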
HCMV inh – blocks human cytomegalovirus replication. hit rate 4.5% among 410,000. HFF cells, HCMV-luciferase reporter, 72 h; active compounds read low. activity change, negative = inhibition, % at 57.5 µM; in the data active = activity change below about -60%; inconclusive = no clear call, values can overlap the other calls; inactive = above about -39%
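Compounds were evaluated in HFFs infected with an HCMV luciferase reporter virus (MOI 1 PFU/cell). Luciferase in lysates collected 72 h post infection served as the replication measure.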
AmpC no deterg – blocks E. coli AmpC beta-lactamase in detergent-free assay | hit rate 0.52% among 330,000 | Potency, µM (series often up to 57.1 µM), without a hit: at the top dose activity change, negative = inhibition, most hits filed as inhibitors | AmpC nitrocefin hydrolysis, absorbance 480 nm, 0.0001% Triton;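 note: potency is the fitted concentration of half-maximal effect; plate controls were no compound for no effect and no enzyme for full effect; nearly all actives have a fitted effect of over 20% in size; some results filed as inactive show a strong effect at the top dose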
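20 mM phosphate pH 7.0 + 0.01% (detergent screen) or 0.0001% Triton X-100; 5.3 nM AmpC reagent; cpd preinc 15 min RT; nitrocefin (800 uM stock) to start; A480 q20 s × 4 min; Activity was normalised to no-enzyme and no-compound control wells.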
* hit, by the source's call; ? = inconclusive; · = not tested or not shown; & = joins results of further samples; ! = repeats disagree; [ ] = remark or other dose. Unless noted, calls come from the whole dose curve; as a rule, active = well fitted curve in the direction sought with a large enough effect; inconclusive = small, poorly fitted or top-dose-only effect, or another doubt; inactive = no such curve, though single readings can be large; an effect the other way counts as inactive or inconclusive. Unless noted, % is set by controls: 0 for no effect and ±100 for the full control effect. Compounds were not picked by outcome; overall some 7.8% were active at least once.

SMILES	AMA1 RON2 block	AmpC detergent	Giardia FBPA inh	Sm TGR block	HCMV inh	AmpC no deterg
COc1cccc(NC(=O)c2cc(-c3cccnc3)nc3c(Cl)cccc23)c1	2%	1%	0%	-19%	31	-21%
O=C(O)c1cccc(NC(=O)c2cn(-c3ccccc3)nc2-c2cccc(Br)c2)c1	-4%	-10%	4%	-4%	-9	-31%
CC(=O)N1CCOc2ccc(S(=O)(=O)N3CCC(C(=O)Nc4ccc(C)c(C)c4)CC3)cc21	-4%	0%	·	-9%	?	54%
Cc1ccc(Cn2c(=O)n(Cc3ccc(C(=O)NC4CCN(Cc5ccccc5)CC4)cc3)c(=O)c3ccccc32)cc1	·	-2%	·	-3%	-3	·
COC(=O)c1c(NC(=O)c2ccc(C(C)(C)C)cc2)sc2c1CCC(C)C2 (stereo unspecified)	·	10%	·	4%	-1	·
Cc1cccc(C(CC(=O)NCCc2ccccc2)c2ccccc2)c1O (stereo unspecified)	15%	-14%	-1%	-1%	-39	-27%
COC(=O)c1c(NC(C)=O)sc2c1CCCC2	-4%	-6%	-3%	0%	63	24%
Cc1ccc(C(=O)NCCNC(=O)COc2ccc(Cl)cc2)cn1	3%	7%	-11%	3%	-22	-8%
CC(C)c1nc(CNC(=O)C2CCC(=O)N(CCc3cccc(F)c3)C2)cs1 (stereo unspecified)	-1%	5%	·	7%	36	132%[activator]
Cc1c(-c2cccc(NC(=O)c3cccs3)c2)nc2ncccn12	-13%	-2%	-7%	-2%	-32	-40%
COc1ccc2c(COC(=O)[C@H](C)NS(=O)(=O)c3ccccc3F)cc(=O)oc2c1	5%	·	·	·	-32	-30%
CCOc1ccc(C(=O)Nc2ccc(C(=O)OCc3cc(=O)n4c(C)csc4n3)cc2)cc1	·	-1%	·	-9%	?	·
CC(C)OC(=O)CC12CN3CN(C1)CC(CC(=O)OC(C)C)(C3)C2=O	16%	-4%	-4%	1%	-20	-3%
Cc1[nH]c2ccccc2c1C(=O)CCl	-9%	-5%	-2%	2µM*	?	-18%
COc1ccc(NC(=O)N(CCC(C)C)C(C)c2cccs2)c(OC)c1 (stereo unspecified)	·	7%	·	11%	7	·
C[C@@H](C(=O)Nc1ccc2c(c1)OCCO2)n1c(=O)[nH]c2ccccc2c1=O	-1%	-2%	-9%	-1%	-70*	-28%
COC(=O)c1ccc(CSc2nnc(NC(C)C)s2)cc1	40%[activator]	0%	-1%	4%	-3	-23%
Cc1ccc(S(=O)(=O)N2CCOCC2)cc1NC(=O)Cn1nc(C)c([N+](=O)[O-])c1C	3%	0%	·	-2%	?	-24%
CCN(CC)C(=O)Cn1cnc2sc(C(=O)NCCCN3CCOCC3)c(C)c2c1=O	4%	-4%	6%	0%	-2	-17%
CCCOc1ccc(C(=O)N/N=C/c2c[nH]c3ccc(Br)cc23)cc1	0%	-3%	8%	13%	-31	-26%
COC(=O)c1cc(Nc2cc(C)nc3ncnn23)cc(C(=O)OC)c1	0%	-8%	2%	-3%	30	-12%
O=C(CCN1C(=O)/C(=C/c2ccccc2Cl)SC1=S)N1CCOCC1	-1%	11%	0%	1%	-38	-10%
O=C(O)Cn1cnc2c(OCc3ccccc3)ncnc21	-4%	·	·	·	6	-9%
NC(=S)Nc1ccccc1Br	3%	-9%	-15%	13%	-10	-10%
CCn1nc2cc(C(=O)NCC34CC5CC(CC(C5)C3)C4)ccc2c1OC	-7%	8%	-1%	2%	166	18%

Going on with the list:
SMILES	AMA1 RON2 block	AmpC detergent	Giardia FBPA inh	Sm TGR block	HCMV inh	AmpC no deterg
COc1ccccc1C1C=C(c2ccc(C(C)C)cc2)Nc2nnnn21 (stereo unspecified)	·	8%	·	4%	4	·
Cc1cc(C(F)(F)F)n(-c2nc(C(=O)NNS(=O)(=O)c3ccccc3)cs2)n1	-4%	-1%	1%	-6%	26	-22%
Cc1ccc(C)c(NS(=O)(=O)c2ccc(OCC(=O)NCc3ccco3)cc2)c1	-4%	?	5%	?	-15	-9%
O=C(CSc1ccc(-c2ccncc2)nn1)c1ccccc1	-3%	5%	-12%	-2%	0	-8%
NS(=O)(=O)c1ccc(NS(=O)(=O)c2ccc(C3CNC(=O)C3)cc2)cc1 (stereo unspecified)	-14%	2%	-3%	4%	-6	-3%
CCOC(=O)c1ccccc1NC(=S)N1CCC(C(N)=O)CC1	-6%	3%	0%	3%	-23	-4%
Cc1nc2oc(C(=O)c3ccc(Br)cc3)c(N)c2c2c1COC(C)(C)C2	13%	?	1%	0%	-29	3%
CN(C)S(=O)(=O)c1ccc2c(c1)N(CC(=O)N1CCCCC1)CCS2	·	-6%	·	0%	-18	·
CCCCOc1ccc(NC(=O)CSc2ccc(C(=O)O)cn2)cc1	·	8%	·	12%	4	·
O=C(NCCN1CCOCC1)c1cccc(S(=O)(=O)Nc2cc(Cl)ccc2Cl)c1	10%	-10%	·	-25%	-18	-7%
CCN(CC)CCCN=Cc1c(O)n(-c2cccc(C)c2C)c(=O)[nH]c1=O	16%	?	1%	3%[11.4 µM]	2	-15%
CCOC(=O)C(=O)NC1CCSC1=O (stereo unspecified)	-6%	0%	-1%	-4%	19	-15%
CS(=O)(=O)N1CCN(C(=O)NC2CCCCC2)CC1	-14%	6%	0%	-5%	-36	-12%
Cc1ccc(Cl)cc1N1CCN(S(=O)(=O)c2ccc(-c3ccc(=O)[nH]n3)o2)CC1	-3%	-3%	7%	?	?	-21%
Cc1cccc2sc(NC(=O)CCNS(=O)(=O)c3cccc4nonc34)nc12	-23%	-10%	0%	6%	19	-23%
COc1ccccc1NC(=O)CN1CCCN(S(=O)(=O)c2ccc(Br)cc2)CC1	·	-6%	·	2%	-6	·
CC1CC(C)CN(C(=O)CN2C(=O)NC(C)(C)C2=O)C1 (stereo unspecified)	9%	0%	·	1%	-10	1%
Cc1cc(OCC(=O)N2CCN(CCc3ccccn3)CC2)cc(C)c1Cl	·	17%	·	7%	-3	·
O=C(Nc1ccc(Cl)cc1)NC1CCCc2ccccc21 (stereo unspecified)	3%	-7%	3%	5%	-31	-22%
Cc1cccc(Nc2nc(N3CCCC3)nc(N3CCCC3)n2)c1	1%	-3%	1%	-2%	-34	-25%
O=C(NCc1ccncc1)Nc1ccccc1	2%	?	2%	1%	79	-9%
Cc1ccsc1/C=C(\C#N)C(=O)NC1CCS(=O)(=O)C1 (stereo unspecified)	-1%	-5%	3%	-2%	-8	-3%[11.4 µM]
Cc1nc(CC(=O)c2ccc(O)cc2O)cs1	2%	0%	0%	1%	17	-19%
COc1ccc(OC)c(NC(=O)C2CCCNC2=O)c1 (stereo unspecified)	8%	-8%	-2%	-7%[11.4 µM]	5	-13%
Cc1ncc(C[n+]2csc(CCO)c2C)c(N)n1	23%&9%	?	?	?	11&65	-37%&-6%

20 of these compounds, set out differently:
SMILES | AMA1 RON2 block | AmpC detergent | Giardia FBPA inh | Sm TGR block | HCMV inh | AmpC no deterg
O=C(CSc1ccc(-c2ccncc2)nn1)c1ccccc1 | -3% | 5% | -12% | -2% | 0 | -8%
NS(=O)(=O)c1ccc(NS(=O)(=O)c2ccc(C3CNC(=O)C3)cc2)cc1 (stereo unspecified) | -14% | 2% | -3% | 4% | -6 | -3%
CCOC(=O)c1ccccc1NC(=S)N1CCC(C(N)=O)CC1 | -6% | 3% | 0% | 3% | -23 | -4%
Cc1nc2oc(C(=O)c3ccc(Br)cc3)c(N)c2c2c1COC(C)(C)C2 | 13% | ? | 1% | 0% | -29 | 3%
CN(C)S(=O)(=O)c1ccc2c(c1)N(CC(=O)N1CCCCC1)CCS2 | · | -6% | · | 0% | -18 | ·
CCCCOc1ccc(NC(=O)CSc2ccc(C(=O)O)cn2)cc1 | · | 8% | · | 12% | 4 | ·
O=C(NCCN1CCOCC1)c1cccc(S(=O)(=O)Nc2cc(Cl)ccc2Cl)c1 | 10% | -10% | · | -25% | -18 | -7%
CCN(CC)CCCN=Cc1c(O)n(-c2cccc(C)c2C)c(=O)[nH]c1=O | 16% | ? | 1% | 3%[11.4 µM] | 2 | -15%
CCOC(=O)C(=O)NC1CCSC1=O (stereo unspecified) | -6% | 0% | -1% | -4% | 19 | -15%
CS(=O)(=O)N1CCN(C(=O)NC2CCCCC2)CC1 | -14% | 6% | 0% | -5% | -36 | -12%
Cc1ccc(Cl)cc1N1CCN(S(=O)(=O)c2ccc(-c3ccc(=O)[nH]n3)o2)CC1 | -3% | -3% | 7% | ? | ? | -21%
Cc1cccc2sc(NC(=O)CCNS(=O)(=O)c3cccc4nonc34)nc12 | -23% | -10% | 0% | 6% | 19 | -23%
COc1ccccc1NC(=O)CN1CCCN(S(=O)(=O)c2ccc(Br)cc2)CC1 | · | -6% | · | 2% | -6 | ·
CC1CC(C)CN(C(=O)CN2C(=O)NC(C)(C)C2=O)C1 (stereo unspecified) | 9% | 0% | · | 1% | -10 | 1%
Cc1cc(OCC(=O)N2CCN(CCc3ccccn3)CC2)cc(C)c1Cl | · | 17% | · | 7% | -3 | ·
O=C(Nc1ccc(Cl)cc1)NC1CCCc2ccccc21 (stereo unspecified) | 3% | -7% | 3% | 5% | -31 | -22%
Cc1cccc(Nc2nc(N3CCCC3)nc(N3CCCC3)n2)c1 | 1% | -3% | 1% | -2% | -34 | -25%
O=C(NCc1ccncc1)Nc1ccccc1 | 2% | ? | 2% | 1% | 79 | -9%
Cc1ccsc1/C=C(\C#N)C(=O)NC1CCS(=O)(=O)C1 (stereo unspecified) | -1% | -5% | 3% | -2% | -8 | -3%[11.4 µM]
Cc1nc(CC(=O)c2ccc(O)cc2O)cs1 | 2% | 0% | 0% | 1% | 17 | -19%

(listing goes on)
SMILES	AMA1 RON2 block	AmpC detergent	Giardia FBPA inh	Sm TGR block	HCMV inh	AmpC no deterg
COc1ccccc1CCNC(=O)c1ccoc1C	24%	-1%	-6%	-28%	5	0%
Cc1cc(=O)[nH]c(Nc2ccc(Cl)cc2)n1	-4%	-3%	-4%	-3%	24	-28%
CCCCNc1c(-c2ccc(OC)c(SC3CCCCC3)c2)nc2ccc(C)cn12	18%&15%	·	·	·	-101*!	30%
CCc1ccccc1NC(=S)NCC1CCN(c2ccc(OC)cc2)C1 (stereo unspecified)	-80%	5%	-13%	8%	-21	-37%
Cc1ccccc1SCC(=O)N/N=C/c1ccc(F)cc1	0%	-2%	-6%	12%	?	-23%
CCc1cc(=O)oc2cc(OCC(=O)NC3CC(C)(C)NC(C)(C)C3)ccc12	-6%	-1%	·	-1%	-12	-20%
CC(C)(C)S(=O)(=O)c1cnc(N2CCOCC2)nc1N	-14%	1%	2%	6%	20	-12%
CCCCC(=O)Nc1ccccc1Oc1ccccc1	25%	0%	2%	-6%	-30	-16%
CCOC(=O)C1=C(N)n2c(s/c(=C\c3cccs3)c2=O)=C(C(=O)OCC)C1c1cccs1 (stereo unspecified)	9%	-7%	-1%	0%	-34	-23%

Assay outcomes from PubChem.
